KCNK3 block = human KCNK3 channel inhibition, primary screen | O14649 | actives 0.84% (n = 340,000) | CHO-KCNK3 thallium flux, FluxOR fluorescence; stronger effect = lower value | B-score at 10 µM;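 active = B-score under library mean minus 4 SD, starting fluorescence ratio at most library mean plus 5 SD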;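 also: more negative B-score means stronger inhibition of thallium flux through KCNK3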
KCNQ1 act = potentiates or activates the human KCNQ1 potassium channel | CHO-K1 KCNQ1, thallium flux FluxOR fluorescence; stronger effect = higher value | B-score at 10 µM | actives 0.35% (n = 310,000);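 active = fluorescence ratio B-score, a plate-corrected score, at least three library SD, with initial intensity B-score within 5 SD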
Target sequence (P51787 whole entry, looked up): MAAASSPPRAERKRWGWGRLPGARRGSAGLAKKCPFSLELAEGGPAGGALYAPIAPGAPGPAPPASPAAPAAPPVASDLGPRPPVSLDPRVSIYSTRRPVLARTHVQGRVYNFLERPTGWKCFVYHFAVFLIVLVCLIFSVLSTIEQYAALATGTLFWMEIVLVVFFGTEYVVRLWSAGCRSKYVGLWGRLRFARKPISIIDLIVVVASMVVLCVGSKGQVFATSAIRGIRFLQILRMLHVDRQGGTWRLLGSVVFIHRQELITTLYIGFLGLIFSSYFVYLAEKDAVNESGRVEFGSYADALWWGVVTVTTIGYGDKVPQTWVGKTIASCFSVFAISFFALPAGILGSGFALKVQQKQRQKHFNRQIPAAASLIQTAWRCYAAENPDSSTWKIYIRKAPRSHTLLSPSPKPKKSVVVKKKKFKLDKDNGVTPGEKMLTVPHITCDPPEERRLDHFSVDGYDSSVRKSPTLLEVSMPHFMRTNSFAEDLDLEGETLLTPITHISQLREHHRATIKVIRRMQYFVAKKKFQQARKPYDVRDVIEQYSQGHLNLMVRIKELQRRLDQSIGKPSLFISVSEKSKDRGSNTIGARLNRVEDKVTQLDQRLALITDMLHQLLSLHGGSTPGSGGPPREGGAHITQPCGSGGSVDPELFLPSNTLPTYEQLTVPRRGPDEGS
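Test system: CHO-K1 cells stably expressing KCNQ1 / Medium: assay buffer / Also added: depolarizing K+/Tl+ stimulus, K2SO4 and Tl2SO4 each 12.5 mM in 5x stock / Incubation: 90 min dye loading and 20 min compound exposure, both at room temperature / Signal: thallium influx via FluxOR fluorescence, kinetic imaging / Evaluation: B score of baseline-normalized fluorescence ratio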
KCNQ1 block = human KCNQ1 channel inhibition; AID 2642; B-score at 10 µM; actives 1.3% (n = 310,000); CHO-K1 KCNQ1, FluxOR thallium flux fluorescence; stronger effect = higher value; P51787;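 active = compounds whose thallium flux B-score, printed positive for inhibition, exceeds three library SD while starting fluorescence stays within three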;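 also: channel opened by potassium depolarization with thallium stimulus after 20 min compound exposure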
RGS4 pot = potentiators or activators of RGS4; HEK293 M3R/inducible RGS4, carbachol calcium flux Fluo4; stronger effect = lower value; B-score at 10 µM; actives 0.92% (n = 310,000); AID 463111;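 active = B-score of the integrated calcium signal more than 4 SD below the library mean, with starting fluorescence not abnormally high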;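 also: negative B-score means reduced calcium response which marks RGS4 activation or potentiation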
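test system = HEK293 cells with stable M3R and inducible RGS4 | schedule = recording 10 s baseline at 1 Hz, 100 s post-agonist | technique = Fluo4-AM (2 µM) calcium-flux fluorescence, kinetic read | measure = Agonist-evoked peak-minus-minimum fluorescence over baseline, integrated ratio, B score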
hERG protect = hERG (human) protection from proarrhythmic block. Q12809. AID 1511. CHO-hERG, FluxOR thallium flux, dofetilide IC70 present. actives 0.51% (n = 310,000). activation (rescue from dofetilide block), less the hit threshold, % at 10 µM;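 active = activation above the mean of controls blocked by dofetilide plus 5 SD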;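 also: thallium influx through hERG after potassium depolarization seen as dye fluorescence rise; in these data hits start at about 4.7%; inactives centre near -7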
HDAC3 inh = inhibitors of human histone deacetylase 3; O15379; recombinant HDAC3, fluorogenic peptide/trypsin coupled, fluorescence; inhibition, % at 8.3 µM; actives 0.15% (n = 320,000); in the data active = inhibition above about 26%, passing the limit was not always enough
PolyA inhibitor = yeast polyadenylation inhibition. S. cerevisiae SKY197-pL101 polyadenylation reporter, beta-gal luminescence; efflux-impaired pdr1/pdr3 knockout yeast; score 100 = 6 SD above DMSO. actives 0.02% (n = 300,000). calls only at 12 µM;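 active = lowest replicate activity score at least 50, where 100 means six control SD above control mean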;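 also: yeast exposed to compound for 9 h at 30 °C; higher score means more reporter readthrough which indicates perturbed polyadenylation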
GSK3A inh = inhibitors of human GSK-3 alpha kinase | P49840 | actives 0.1% (n = 320,000) | inhibition, % at 10 µM | ADP-Glo luminescence, 60 min;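 in the data active = inhibition above about 50%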;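 also: GST-tagged GSK-3 alpha with peptide substrate and 25 µM ATP; 0% = DMSO neutral wells and 100% = GW8510 positive control wells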
KCNK9 inh = human KCNK9 channel inhibition; B-score at 10 µM; AID 488922; Q9NPC2; actives 1.2% (n = 310,000); HEK293 KCNK9, FluxOR thallium flux fluorescence; stronger effect = lower value;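 active = ratio B-score over 3 SD below the library mean, with starting fluorescence within 5 SD of its mean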;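 also: negative B-score means less thallium flux so channel inhibition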
DYRK1A inh = inhibitors of rat Dyrk1A kinase. Q63470. ADP-Glo luminescence, NFATc1 peptide. inhibition, % at 12.5 µM. actives 0.43% (n = 310,000). AID 504441; in the data active = inhibition above about 50%;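 also: plate controls were vehicle with enzyme for no effect and no enzyme for full effect; many of its hits are not listed in these tables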
GSK3beta inhib = human GSK3beta kinase inhibition; P49841; GST-GSK3beta kinase, ADP-Glo luminescence, 60 min; stronger effect = lower value; activity score (negative = inhibition), % at 10 µM; actives 0.038% (n = 300,000); AID 2097;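 active = more than half of replicate wells score below -50%, meaning over 50% inhibition versus plate controls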;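 also: 0% = median DMSO wells and -100% = median GW8510 positive control wells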
Target sequence (P49841 whole entry, looked up): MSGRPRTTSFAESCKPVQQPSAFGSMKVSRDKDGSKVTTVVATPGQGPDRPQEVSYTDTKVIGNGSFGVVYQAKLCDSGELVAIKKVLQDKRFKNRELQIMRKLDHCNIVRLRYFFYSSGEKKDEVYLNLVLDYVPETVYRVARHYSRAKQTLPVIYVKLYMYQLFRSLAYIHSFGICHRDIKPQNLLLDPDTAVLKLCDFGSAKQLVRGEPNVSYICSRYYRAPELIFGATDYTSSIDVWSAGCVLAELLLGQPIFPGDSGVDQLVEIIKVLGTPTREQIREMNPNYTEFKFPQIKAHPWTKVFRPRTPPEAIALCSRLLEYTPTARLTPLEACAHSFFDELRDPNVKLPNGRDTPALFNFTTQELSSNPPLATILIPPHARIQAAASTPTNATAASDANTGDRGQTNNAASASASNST
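test system = GST-tagged human GSK3beta kinase, cell-free | reagent = 25 µM ATP with peptide substrate | dosing = one dose of 10 µM per compound | schedule = 60 min reaction, RT | detection = luminescent ADP-Glo measurement of ADP formed | control set = DMSO neutral wells and GW8510 at 20 µM as positive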
* marks the source's active call; other numbers are inactive results; i = inactive; · = not tested or not shown. Some of the compounds tested, so the mix of outcomes need not match the whole.

molecule | KCNK9 inh | KCNQ1 act | HDAC3 inh | GSK3beta inhib | DYRK1A inh | KCNQ1 block | KCNK3 block | PolyA inhibitor | RGS4 pot | GSK3A inh | hERG protect
O=C(CSc1nnc(Cn2cnc3ccccc32)o1)c1ccccc1 | i | i | -4 | -5 | 1 | i | i | i | i | -5 | -17
COc1ccc([N+](=O)[O-])cc1NC(=O)CS(=O)(=O)c1ccc(C)cc1 | i | i | 1 | 2 | 2 | i | i | i | i | -2 | -2
COc1ccc(CC(=O)Oc2ccc(C(C)C)cc2)cc1S(=O)(=O)N1CCOCC1 | i | i | 1 | 1 | -11 | i | i | i | i | -3 | -12
Cc1cccc(NC(=O)c2sc3nc4c(c(-c5ccco5)c3c2N)CCC4)c1 | -10* | i | 4 | -1 | -6 | i | -11* | i | i | -2 | -5
CC(C)CC(=O)NC1(C(F)(F)F)NC(=O)N(c2ccccc2)C1=O (centres undefined) | i | i | -1 | -1 | -7 | i | i | i | i | 0 | 1
C[C@@H]1CN(C(=O)c2ccc(OC3CCN(S(=O)(=O)N(C)C)CC3)cc2)C[C@H](C)O1 | i | i | -2 | 0 | 2 | i | i | i | i | -1 | -1
O=c1c(-c2ccnn2-c2ccccc2F)cnc2n1CCS2 | i | i | -2 | 0 | -16 | i | i | i | i | -1 | -10
CCN(CC)C(=O)Cn1nc(-c2ccncc2)nc1SCC(=O)Nc1ccc(OC)cc1 | i | i | 6 | -1 | 0 | i | i | i | i | -1 | -6
Cc1nn(CC(O)COc2ccc3c(c2)CCC3)c(C)c1Br (centres undefined) | i | i | 2 | -4 | 7 | i | i | i | i | -2 | -10
COCC(=O)N1CCC(Oc2ccc(C(=O)N3C[C@@H](C)O[C@@H](C)C3)cc2)CC1 | i | i | -5 | -3 | -1 | i | i | i | i | 0 | -4
Cc1c(C(=O)O)sc2nc(/C=C/c3ccccc3OC(F)F)[nH]c(=O)c12 | i | i | -2 | -1 | 0 | i | i | i | i | 3 | -4
COc1ccccc1CN1CC(C(=O)NCCc2ncccc2C)CCC1=O (centres undefined) | i | i | · | -1 | · | i | i | i | i | · | -7
COC(=O)c1ccc(Cl)cc1NC(=O)/C=C/c1ccc(C)o1 | i | i | 6 | 2 | -1 | i | i | i | i | 1 | -10
O=C1CC(N(Cc2cccs2)C(=O)Nc2ccccc2)C(=O)N1c1ccc(Cl)cc1 (centres undefined) | i | i | -2 | -1 | -4 | i | i | i | i | -2 | -16
COC(=O)c1cc(NC(=O)Cn2c(=O)oc3ccccc32)cc(C(=O)OC)c1 | i | i | 3 | 3 | -3 | i | i | i | i | -1 | -3

Looked up by compound from above (4):
molecule | KCNK9 inh | KCNQ1 act | HDAC3 inh | GSK3beta inhib | DYRK1A inh | KCNQ1 block | KCNK3 block | PolyA inhibitor | RGS4 pot | GSK3A inh | hERG protect
CCN(CC)C(=O)Cn1nc(-c2ccncc2)nc1SCC(=O)Nc1ccc(OC)cc1 | i | i | 6 | -1 | 0 | i | i | i | i | -1 | -6
O=c1c(-c2ccnn2-c2ccccc2F)cnc2n1CCS2 | i | i | -2 | 0 | -16 | i | i | i | i | -1 | -10
COC(=O)c1cc(NC(=O)Cn2c(=O)oc3ccccc32)cc(C(=O)OC)c1 | i | i | 3 | 3 | -3 | i | i | i | i | -1 | -3
Cc1c(C(=O)O)sc2nc(/C=C/c3ccccc3OC(F)F)[nH]c(=O)c12 | i | i | -2 | -1 | 0 | i | i | i | i | 3 | -4

(list continues)
molecule | KCNK9 inh | KCNQ1 act | HDAC3 inh | GSK3beta inhib | DYRK1A inh | KCNQ1 block | KCNK3 block | PolyA inhibitor | RGS4 pot | GSK3A inh | hERG protect
Cc1cc(CNC(=S)Nc2ccc(S(=O)(=O)Nc3ncccn3)cc2)nn1C | i | i | 3 | -7 | 4 | i | i | i | i | -1 | -6
CCOc1ccc2nc(SCC(=O)c3ccc(Cl)s3)sc2c1 | i | i | 6 | -1 | 0 | i | i | i | i | -2 | -9
Cn1nc(-c2ccccc2)c(C(O)c2ccccc2C(F)(F)F)c1Cl (centres undefined) | i | i | 6 | 4 | -8 | i | i | i | i | -1 | -14
COc1ccc(C(=O)N2N=C(c3cccc(NS(C)(=O)=O)c3)CC2c2cccs2)cc1 (centres undefined) | i | i | -6 | 2 | -2 | i | i | i | i | -1 | -8
C/C(=N\NC(=O)c1ccc(Cn2cc(Br)cn2)o1)c1ccc(NC(=O)c2ccoc2C)cc1 | i | i | · | 2 | 6 | 10* | i | i | -9.5* | · | -7
CC/C(=N/O)c1cnnc(SC)n1 | i | i | 0 | 2 | 12 | i | i | i | i | 6 | -9
C=CCN1CC(=O)N2Cc3[nH]c4ccccc4c3C[C@H]2C1=O | i | i | -2 | -2 | -3 | i | i | i | i | 0 | -3
CCn1c(C)nc2cc(C(=O)NNC(=S)Nc3ccccc3OC)ccc21 | i | i | 6 | 0 | · | i | · | · | i | -4 | -10
O=C(CCNC(=O)C1CCN(S(=O)(=O)c2ccc(F)cc2)CC1)NCc1ccc(F)cc1 | i | i | 5 | -4 | 0 | i | i | i | i | 0 | -8
CC(C)c1ccc(NC2CCCN(C(=O)CN3C(=O)CSC3=O)C2)cc1 (centres undefined) | i | i | 1 | 0 | -1 | i | i | i | i | -1 | -7
CCOC(=O)c1sc(=S)n(-c2ccc3c(c2)OCO3)c1N | i | i | 1 | -2 | 2 | i | i | i | i | -1 | -10
Cc1cc(C)cc(NS(=O)(=O)c2ccc(NC(=O)c3ccccc3C(=O)O)cc2)c1 | i | i | 0 | 2 | · | i | i | i | i | -2 | -7
CNC(=O)COC(=O)CNC(=O)c1cc(Cl)cc([N+](=O)[O-])c1 | i | i | -7 | 5 | 2 | i | i | i | i | -3 | -14
O=C(CNC(=O)c1ccco1)NCCCc1ccccc1 | i | i | -10 | -4 | -2 | i | i | i | i | -1 | -5
COc1ccc2nc(C(F)(F)C(F)(F)F)c(C#N)c(N)c2c1 | i | i | 3 | 1 | 0 | i | i | i | i | 8 | -6
CCOc1ccc(NS(=O)(=O)c2ccc3[nH]cc(C(=O)NC(C)CC)c(=O)c3c2)cc1 (centres undefined) | i | i | 9 | 2 | 3 | i | i | i | i | 0 | -9
CC(=O)c1ccc(NC2OC(C)C(O)C(O)C2O)cc1 (centres undefined) | i | i | 0 | 0 | -1 | i | i | i | i | 6 | -3
CCOCCCNS(=O)(=O)c1ccc(NC(=O)Cc2c(F)cccc2Cl)cc1 | i | i | 0 | -2 | -3 | i | i | i | i | -1 | -3
Cc1cccc2c(SCC(=O)NCC3CCCO3)nc(-c3ccc(F)cc3)nc12 (centres undefined) | i | i | -2 | 3 | 1 | i | i | i | i | -4 | -4
O=S(=O)(c1cccs1)N1CCN(c2ccc(Cl)cc2)CC1 | i | i | 3 | · | 2 | i | i | i | i | 0 | -6
COc1ccc2[nH]c(=O)c(CN(CCN3CCCC3)C(=O)Nc3ccccc3Cl)cc2c1 | i | i | -7 | 4 | 15 | i | i | i | i | -2 | -13
COc1ccc(S(=O)(=O)NCCc2ccncc2)cc1 | i | i | -5 | -1 | -3 | i | i | i | i | · | 0
CCn1c(C)nc2cc(C(=O)NNC(=S)Nc3ccccc3)ccc21 | i | i | -3 | -2 | 0 | i | i | i | i | -4 | -4
Cc1cc2oc(=O)cc(CN3CCCCC3)c2cc1O | i | i | 1 | 3 | 3 | i | i | i | i | 1 | -7
O=C(N/N=C/c1sc2ccccc2c1O)c1cccc2ccccc12 | i | i | 10 | 0 | -2 | i | i | i | i | 0 | -11
NS(=O)(=O)c1ccc(NC(=S)N2CCc3ccccc32)cc1 | i | i | · | -2 | 4 | i | i | i | i | 1 | -9
COc1ccc(C)cc1NC(=O)C1CCCN(S(=O)(=O)c2ccc3[nH]c(=O)ccc3c2)C1 (centres undefined) | i | i | -2 | -3 | -3 | i | i | i | i | -1 | -6
COc1ccc(/C=C/C(=O)NC(=S)Nc2ccc(S(=O)(=O)Nc3cc(C)on3)cc2)cc1 | i | i | -6 | 1 | 9 | i | i | i | i | -3 | -7
COc1ccc2oc(C(=O)NCC(c3ccco3)N(C)C)c(C)c2c1 (centres undefined) | i | i | -15 | -1 | 8 | i | i | i | i | -1 | -11
Cc1cccc(-c2ncc(CN3CCN(CCC(C)C)C(CCO)C3)cn2)c1 (centres undefined) | i | i | -9 | 3 | -3 | i | i | i | i | 0 | -6
Cc1nn(C)c(C)c1S(=O)(=O)N1CCC(C(=O)Nc2ccc3c(c2)OCCO3)CC1 | i | i | 2 | 4 | 3 | i | i | · | i | 1 | -7
O=C(N/N=C/c1cc2ccccc2nc1Cl)/C(=C/c1cccs1)NC(=O)c1ccccc1 | i | i | -3 | 2 | -3 | i | i | i | i | 1 | -15
COc1ccccc1C(=O)Nc1nnc(SCC(=O)NCC2CCCO2)s1 (centres undefined) | i | i | 0 | -6 | 0 | i | i | i | i | 0 | -5
Cc1ccc(OCC(=O)N/N=C/C=C/c2ccco2)c(Br)c1 | i | i | · | -2 | -4 | i | i | i | i | · | -6
N=c1oc2cc(O)ccc2cc1C(=O)Nc1nc2ccccc2s1 | i | i | -452 | -2 | 21 | i | i | i | i | 4 | -10
CN(C)[C@@H]1CCC[C@H]1OC(=O)C(c1ccccc1)c1ccccc1 | i | i | -8 | 3 | -3 | i | i | i | i | -1 | -5
CCCCCCOC(=O)CCn1[nH]c(=O)c2ccccc2c1=O | i | i | 4 | 2 | -1 | i | i | i | i | 0 | -5
CCN(CC)C(=O)c1cn(-c2cccc(OC)c2)c(=O)c2ccccc12 | i | i | 1 | 2 | 0 | i | i | i | i | -5 | -2
CC(C)(C)C(=O)Nc1nnc(CC(=O)NCc2ccccc2)s1 | i | i | -2 | -3 | -3 | i | i | i | i | -6 | -3
Cc1cc(C)n2nc(C(=O)Nc3ccn(Cc4ccccc4C)n3)cc2n1 | i | i | -1 | 4 | -10 | i | i | i | i | -2 | -14

KCNK3 block, entries above that show a hit.
structure | KCNK9 inh | HDAC3 inh | GSK3beta inhib | DYRK1A inh | KCNQ1 block | KCNK3 block | PolyA inhibitor | GSK3A inh
Cc1cccc(NC(=O)c2sc3nc4c(c(-c5ccco5)c3c2N)CCC4)c1 | -10* | 4 | -1 | -6 | i | -11* | i | -2

High-throughput results deposited in PubChem by several laboratories.
